Source: PubChem BioAssay (several laboratories)
LRH-1 inv ag – suppresses constitutive activity of human LRH-1. 0.13% of 360,000 active. HEK293T StAR-luciferase reporter, LRH-1 transfected, 24 h. AID 602396. O00482. inhibition, % at 3.6 µM;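 active = inhibition above the mean inhibition of all tested compounds plus 3 SD, cut at about 73% in these data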;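 note: 0% = DMSO wells and 100% = reporter-only cells lacking LRH-1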
ABHD5 PLIN5 PPI – blocks binding of human ABHD5 to perilipin-5 | Q00G26+Q8WTS1 | Split G. princeps luciferase complementation, luminescence, 4 h | inhibition, % at 4 µM | 0.78% of 360,000 active | AID 602281;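 active = inhibition above the mean inhibition across every tested compound plus 3 SD, cut at about 22% in these data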;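 note: 0% = DMSO only wells and the 100% control is not disclosed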
SRC2 inh – inhibits human steroid receptor coactivator 2; Q15596; HEK293 GAL4-SRC2 luciferase reporter, luminescence; inhibition, % at 9 µM; 0.17% of 370,000 active; AID 651957;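 active = inhibition above the mean inhibition of all tested compounds plus 3 SD, set per campaign, cut at about 52% in these data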;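 note: 0% = DMSO treated cells and 100% = cells given Gossypol at 36 µM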
SRC3 inh – inhibitors of human steroid receptor coactivator 3 (SRC3); Q9Y6Q9; HEK293 GAL4-SRC3 luciferase reporter, luminescence; inhibition, % at 3.6 µM; 0.17% of 360,000 active;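 active = inhibition above a per-campaign cutoff, the mean of all compounds plus 3 SD, cut at about 60% in these data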;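 note: 0% = DMSO-treated cells and 100% = gossypol-treated cells at 36 µM; higher means less SRC3-driven luciferase light from the GAL4 reporter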
MC4R barr agon – human MC4R agonism via beta-arrestin; P32245; U2OS MC4R beta-arrestin complementation, luminescence; percent of melanotan II response, DMSO zero; activation, % at 8.9 µM; 0.98% of 360,000 active; AID 540308;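 active = activation above a per-plate cutoff, the mean activation of sample wells on that plate plus 3 SD, cut at about 8% in these data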
MC4R antagonist – antagonists of human melanocortin 4 receptor (MC4R); inhibition, % at 6.5 µM; 0.48% of 360,000 active; MC4R-expressing cells, MTII-stimulated cAMP, LANCE TR-FRET;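 active = inhibition above its plate's cutoff, the mean of tested wells on that plate plus 3 SD, cut at about 29% in these data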;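 note: 0% = Melanotan II alone and 100% = Melanotan II plus saturating MCL0020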
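Test system: U2OS cells stably expressing human melanocortin 4 receptor (MC4R); also added: Melanotan II challenge; compound: 6.5 µM single dose; timing: 30-min compound preincubation, 1-h Melanotan II challenge, 1-h detection, room temperature; signal: Eu-cAMP/anti-cAMP TR-FRET, emission 671 nm; repeats: one well per compound, no replicates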
TLR9-MyD88 inh – TLR9-MyD88 interaction inhibition. inhibition, % at 4.98 µM. CHO BLA complementation TLR9-MyD88, CCF4 FRET ratio. 0.21% of 340,000 active;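 active = inhibition above the mean over all tested compounds plus 3 SD, cut at about 21% in these data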;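 note: 0% = DMSO only wells and 100% = clavulanate BLA inhibitor control wells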
SRC1 inh – inhibits human SRC1 coactivator; Q15788; AID 588354; inhibition, % at 3.6 µM; HEK293 GAL4-SRC1 luciferase reporter, luminescence; 0.12% of 360,000 active;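 active = inhibition above the campaign mean plus 3 SD, with each screening campaign given its own cutoff, cut at about 60% in these data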;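 note: 0% = DMSO treated cells and 100% = gossypol at 36 µM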
EBV LMP1 NFkB – Epstein-Barr LMP1 NF-kappaB reporter inhibition | LMP1-induced NF-kappaB luciferase reporter cells, luminescence | inhibition, % at 12.5 µM | 0.69% of 350,000 active; in the data active = inhibition above about 41%;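 note: 0% = neutral control wells and 100% = reference inhibitor control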
NOD2-RIPK2 inh – blocks binding of human NOD2 to RIPK2. 0.38% of 360,000 active. O43353. CHO BLA complementation NOD2-RIPK2, CCF4 ratio. inhibition, % at 4.98 µM. AID 624267; in the data active = inhibition above about 21%;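 note: 0% = vehicle only and 100% = reference blocker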
NR2F2 inh – inhibitors of human COUP-TFII (NR2F2). HEK293T NGFI-A luciferase reporter, luminescence. inhibition, % at 8.6 µM. 0.7% of 370,000 active. AID 686940;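 active = inhibition above a per-plate cutoff, mean inhibition of test wells between control levels plus 3 SD, cut at about 38% in these data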;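 note: cells cotransfected with COUP-TFII expression vector driving the NGFI-A reporter; 0% = median of COUP-TF2 test wells and 100% = reporter-only cells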
* hit, by the source's call. Some of the compounds tested (hit frequency here may not be typical).

Results for OCC1CCCN1C(=S)Nc1ccccc1 (stereo not given) ?
LRH-1 inv ag: 9; ABHD5 PLIN5 PPI: 4; SRC2 inh: 3; SRC3 inh: 7; MC4R barr agon: 0.2; MC4R antagonist: -2; TLR9-MyD88 inh: -6; SRC1 inh: 4; EBV LMP1 NFkB: 14; NOD2-RIPK2 inh: -2; NR2F2 inh: 6

What do the screens show for `NC(=O)N[C@@H](Cc1c[nH]c2ccccc12)C(=O)OCC(=O)N1CCCCC1`?
LRH-1 inv ag: -11; ABHD5 PLIN5 PPI: 4; SRC2 inh: 3; SRC3 inh: -7; MC4R barr agon: 0.8; MC4R antagonist: 13; TLR9-MyD88 inh: 1; SRC1 inh: 7; EBV LMP1 NFkB: -2; NOD2-RIPK2 inh: -12; NR2F2 inh: 12

What do the screens show for `Cc1ccc(C)c(S(=O)(=O)N2CCN(C(=O)CNC(=O)c3ccc4ccccc4c3)CC2)c1`?
LRH-1 inv ag: -8; ABHD5 PLIN5 PPI: -6; SRC2 inh: -11; SRC3 inh: 4; MC4R barr agon: -2.7; MC4R antagonist: 1; TLR9-MyD88 inh: 3; SRC1 inh: 3; EBV LMP1 NFkB: 15; NOD2-RIPK2 inh: 1; NR2F2 inh: 18

What do the screens show for `CC1(C)CC(=O)C(C=NCCN2CCN(C(=S)Nc3ccccc3)CC2)=C(O)C1`?
LRH-1 inv ag: -13; ABHD5 PLIN5 PPI: 4; SRC2 inh: -2; SRC3 inh: 7; MC4R barr agon: 2.0; MC4R antagonist: 3; TLR9-MyD88 inh: -1; SRC1 inh: 7; EBV LMP1 NFkB: -7; NOD2-RIPK2 inh: -1; NR2F2 inh: -17

What do the screens show for `CO/C([O-])=N/c1c[n+](-c2ccc(Cl)cc2)no1`?
LRH-1 inv ag: -11; ABHD5 PLIN5 PPI: -8; SRC2 inh: -13; SRC3 inh: -13; MC4R barr agon: -2.5; MC4R antagonist: -1; TLR9-MyD88 inh: 4; SRC1 inh: -18; EBV LMP1 NFkB: 1; NOD2-RIPK2 inh: 1; NR2F2 inh: -15

What do the screens show for `CCOC(=O)C(Oc1ccc(=O)[nH]n1)C(C)=O` (stereo not given)?
LRH-1 inv ag: 2; ABHD5 PLIN5 PPI: -1; SRC2 inh: -18; SRC3 inh: 1; MC4R barr agon: 5.0; MC4R antagonist: -6; TLR9-MyD88 inh: -5; SRC1 inh: 3; EBV LMP1 NFkB: -3; NOD2-RIPK2 inh: -2; NR2F2 inh: 11

Results for CC(=O)c1ccc(N2CCN(CC(=O)Nc3cc(C)on3)CC2)cc1 ?
LRH-1 inv ag: 7; ABHD5 PLIN5 PPI: -2; SRC2 inh: -7; SRC3 inh: 19; MC4R barr agon: -1.0; MC4R antagonist: 1; TLR9-MyD88 inh: -2; SRC1 inh: 0; EBV LMP1 NFkB: 7; NOD2-RIPK2 inh: 3; NR2F2 inh: -15

Results for COc1ccc(C(=O)N/C(=C\c2ccco2)C(=O)OCc2ccco2)cc1 ?
LRH-1 inv ag: -5; ABHD5 PLIN5 PPI: 4; SRC2 inh: 22; SRC3 inh: -2; MC4R barr agon: -1.6; MC4R antagonist: -6; TLR9-MyD88 inh: -1; SRC1 inh: -22; EBV LMP1 NFkB: 7; NOD2-RIPK2 inh: -10; NR2F2 inh: 10

How did Cc1oc2cc3oc(=O)c(CC(=O)NCCC(=O)O)c(C)c3cc2c1C do in these assays?
LRH-1 inv ag: 5; ABHD5 PLIN5 PPI: -1; SRC2 inh: 4; SRC3 inh: 11; MC4R barr agon: 1.4; MC4R antagonist: 1; TLR9-MyD88 inh: -4; SRC1 inh: -10; EBV LMP1 NFkB: -4; NOD2-RIPK2 inh: 4; NR2F2 inh: 12

Results for Cc1nc2c(C)cccn2c(=O)c1NC(=O)c1ccco1 ?
LRH-1 inv ag: 5; ABHD5 PLIN5 PPI: -8; SRC2 inh: 31; SRC3 inh: -3; MC4R barr agon: -1.1; MC4R antagonist: -7; TLR9-MyD88 inh: -5; SRC1 inh: -16; EBV LMP1 NFkB: 1; NOD2-RIPK2 inh: 1; NR2F2 inh: -7

Results for CCCN1CCC(NC(=S)Nc2ccc(OC)c(OC)c2)CC1 ?
LRH-1 inv ag: -12; ABHD5 PLIN5 PPI: 2; SRC2 inh: 2; SRC3 inh: 16; MC4R barr agon: -2.5; MC4R antagonist: 4; TLR9-MyD88 inh: 1; SRC1 inh: 11; EBV LMP1 NFkB: 1; NOD2-RIPK2 inh: -38; NR2F2 inh: 5

What do the screens show for `COc1ccc(C(=O)NCc2cn3ccccc3n2)cc1`?
LRH-1 inv ag: -20; ABHD5 PLIN5 PPI: -4; SRC2 inh: 10; SRC3 inh: -6; MC4R barr agon: 2.5; MC4R antagonist: -1; TLR9-MyD88 inh: -12; SRC1 inh: 0; EBV LMP1 NFkB: -7; NOD2-RIPK2 inh: 4; NR2F2 inh: -4

What do the screens show for `CC(C)CC1NC(=O)N(CC(=O)c2ccc3c(c2)OCCO3)C1=O` (stereo not given)?
LRH-1 inv ag: -121; ABHD5 PLIN5 PPI: 6; SRC2 inh: -40; SRC3 inh: -77; MC4R barr agon: 0.8; MC4R antagonist: 6; TLR9-MyD88 inh: -4; SRC1 inh: -123; EBV LMP1 NFkB: -22; NOD2-RIPK2 inh: 7; NR2F2 inh: -35

What do the screens show for `O=C(O)Cc1ccc(C(=O)CSc2ccccc2)s1`?
LRH-1 inv ag: -3; ABHD5 PLIN5 PPI: 2; SRC2 inh: -2; SRC3 inh: 12; MC4R barr agon: -1.6; MC4R antagonist: -5; TLR9-MyD88 inh: -2; SRC1 inh: -1; EBV LMP1 NFkB: -9; NOD2-RIPK2 inh: 6; NR2F2 inh: -12

How did Nc1cc(=O)[nH]c(SCC(=O)Nc2cc(S(=O)(=O)N3CCCCCC3)ccc2Cl)n1 do in these assays?
LRH-1 inv ag: -17; ABHD5 PLIN5 PPI: -2; SRC2 inh: 10; SRC3 inh: 5; MC4R barr agon: 1.6; MC4R antagonist: -4; TLR9-MyD88 inh: 2; SRC1 inh: 6; EBV LMP1 NFkB: -2; NOD2-RIPK2 inh: -16; NR2F2 inh: 1

Results for CN(C)c1cccc2c(S(=O)(=O)N3CCOCC3)cccc12 ?
LRH-1 inv ag: -9; ABHD5 PLIN5 PPI: -5; SRC2 inh: -8; SRC3 inh: 17; MC4R barr agon: -1.2; MC4R antagonist: 4; TLR9-MyD88 inh: 8; SRC1 inh: 5; EBV LMP1 NFkB: -4; NOD2-RIPK2 inh: -6; NR2F2 inh: -4

Results for Cn1c2ccccc2c2nnc(SCC(N)=O)nc21 ?
LRH-1 inv ag: 20; ABHD5 PLIN5 PPI: 4; SRC2 inh: 4; SRC3 inh: -3; MC4R barr agon: -1.2; MC4R antagonist: -3; TLR9-MyD88 inh: 2; SRC1 inh: 4; EBV LMP1 NFkB: -3; NOD2-RIPK2 inh: -13; NR2F2 inh: -2

How did Cc1cc(C)n(-c2cccc(C(=O)O)c2)n1 do in these assays?
LRH-1 inv ag: -3; ABHD5 PLIN5 PPI: -5; SRC2 inh: 8; SRC3 inh: 9; MC4R barr agon: -2.6; MC4R antagonist: 3; TLR9-MyD88 inh: 9; SRC1 inh: -22; EBV LMP1 NFkB: -22; NOD2-RIPK2 inh: 0; NR2F2 inh: 3

Results for CC(C(=O)NC1=NCCS1)(C(F)(F)F)C(F)(F)F ?
LRH-1 inv ag: 13; ABHD5 PLIN5 PPI: 0; SRC2 inh: 13; SRC3 inh: -7; MC4R barr agon: -0.7; MC4R antagonist: 2; TLR9-MyD88 inh: -6; SRC1 inh: -9; EBV LMP1 NFkB: 4; NOD2-RIPK2 inh: -13; NR2F2 inh: -2

What do the screens show for `COCCNC(=O)C1(C)CCCN(C(=O)c2ccc3ccccc3c2)C1` (stereo not given)?
LRH-1 inv ag: 2; ABHD5 PLIN5 PPI: 2; SRC2 inh: 13; SRC3 inh: -1; MC4R barr agon: -0.2; MC4R antagonist: 12; SRC1 inh: 0; NOD2-RIPK2 inh: 0; NR2F2 inh: 8

What do the screens show for `C/C(=N\NC(=O)C(N)=O)c1cccc([N+](=O)[O-])c1`?
LRH-1 inv ag: -8; ABHD5 PLIN5 PPI: -1; SRC2 inh: 9; SRC3 inh: -20; MC4R barr agon: -2.5; MC4R antagonist: 12; TLR9-MyD88 inh: -6; SRC1 inh: 0; EBV LMP1 NFkB: -10; NOD2-RIPK2 inh: 1; NR2F2 inh: -5

How did c1ccc(-c2noc(C3CCCCC3)n2)nc1 do in these assays?
LRH-1 inv ag: -130; ABHD5 PLIN5 PPI: -3; SRC2 inh: -62; SRC3 inh: -89; MC4R barr agon: -1.1; MC4R antagonist: 2; TLR9-MyD88 inh: 3; SRC1 inh: -83; EBV LMP1 NFkB: -14; NOD2-RIPK2 inh: 1; NR2F2 inh: -39

How did Cc1ccc2c(c1)N(CCC(=O)NCCCN1CCCC1)C(=O)CO2 do in these assays?
LRH-1 inv ag: -1; ABHD5 PLIN5 PPI: 4; SRC2 inh: -1; SRC3 inh: 1; MC4R barr agon: -0.8; MC4R antagonist: 2; TLR9-MyD88 inh: -2; SRC1 inh: 12; EBV LMP1 NFkB: -2; NOD2-RIPK2 inh: -1; NR2F2 inh: -9

Results for CCN(CC)S(=O)(=O)c1ccc(-c2nnc(SCC(=O)N3c4ccccc4CC3C)o2)cc1 (stereo not given) ?
LRH-1 inv ag: -13; ABHD5 PLIN5 PPI: -3; SRC2 inh: 1; SRC3 inh: 4; MC4R barr agon: 0.8; MC4R antagonist: 20; TLR9-MyD88 inh: 10; SRC1 inh: 10; EBV LMP1 NFkB: 8; NOD2-RIPK2 inh: -10; NR2F2 inh: -4

Results for COc1cc(/C=C/C(=O)O)cc(S(=O)(=O)NCc2ccco2)c1OC ?
LRH-1 inv ag: 1; ABHD5 PLIN5 PPI: 5; SRC2 inh: -16; SRC3 inh: 11; MC4R barr agon: 1.7; MC4R antagonist: 24; TLR9-MyD88 inh: -15; SRC1 inh: -22; EBV LMP1 NFkB: 0; NOD2-RIPK2 inh: -1; NR2F2 inh: -8

Results for CCS(=O)(=O)N1CCN(Cc2c[nH]c3ccccc23)CC1 ?
LRH-1 inv ag: 15; ABHD5 PLIN5 PPI: 0; SRC2 inh: 2; SRC3 inh: 9; MC4R barr agon: -2.1; MC4R antagonist: 12; TLR9-MyD88 inh: 3; SRC1 inh: -13; EBV LMP1 NFkB: -11; NOD2-RIPK2 inh: -1; NR2F2 inh: 10
